Yeast superoxide: caloric restriction mimetics inhibiting age-related superoxide in yeast. S. cerevisiae aged cells, superoxide DHE fluorescence; active compounds read low. superoxide response (% of plate mean), % at 10 µM. actives 0.18% (n = 330,000);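 active means superoxide response under a set limit, about three screen SD below normal, cut at about 65% in these data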;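 further: yeast aged for seven days with compound at 30 °C before DHE staining; 100% = average MFI of all compound-treated wells on the plate with controls excluded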
GRK2 inh: blocks RNA aptamer binding to human GRK2 | P25098 | bead flow cytometry, FAM-aptamer displacement from GRK2 | inhibition of aptamer binding, % at 10 µM | actives 0.59% (n = 330,000) | AID 488847;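 active means inhibition of aptamer binding above 40%, roughly 3 SD of noise, on plates passing a quality check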;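 further: median bead fluorescence of bound FAM aptamer so fluorescent compounds give negative values; no value below 0 was filed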
Target sequence (P25098 whole entry, looked up): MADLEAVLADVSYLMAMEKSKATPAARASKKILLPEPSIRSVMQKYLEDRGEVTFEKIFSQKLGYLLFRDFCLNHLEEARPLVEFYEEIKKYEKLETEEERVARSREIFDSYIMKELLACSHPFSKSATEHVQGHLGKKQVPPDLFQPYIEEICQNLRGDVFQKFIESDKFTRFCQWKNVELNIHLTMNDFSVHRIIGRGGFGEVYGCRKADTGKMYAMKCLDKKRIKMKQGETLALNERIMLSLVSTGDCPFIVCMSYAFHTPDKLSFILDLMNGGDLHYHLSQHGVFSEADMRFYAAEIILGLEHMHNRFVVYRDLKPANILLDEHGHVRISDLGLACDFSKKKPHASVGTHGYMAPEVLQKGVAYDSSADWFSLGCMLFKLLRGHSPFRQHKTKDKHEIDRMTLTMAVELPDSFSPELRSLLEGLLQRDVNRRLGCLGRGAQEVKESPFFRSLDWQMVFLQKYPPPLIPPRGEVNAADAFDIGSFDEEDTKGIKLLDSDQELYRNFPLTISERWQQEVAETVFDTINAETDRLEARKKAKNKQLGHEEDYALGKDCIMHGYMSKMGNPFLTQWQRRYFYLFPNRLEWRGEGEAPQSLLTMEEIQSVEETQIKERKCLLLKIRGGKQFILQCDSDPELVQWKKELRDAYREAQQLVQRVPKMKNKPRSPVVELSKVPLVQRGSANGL
VLA-4 inh: inhibition in a human VLA-4 binding assay; inhibition, % (about 7 µM as worked out from the volumes in the protocol); P13612; actives 0.2% (n = 330,000); VLA-4 expressing cells, ligand binding flow cytometry; in the data active means inhibition above about 50%
LAP4 TOR yeast: alters LAP4-GFP fluorescence in TOR pathway yeast screen | S. cerevisiae LAP4-GFP multiplex, flow cytometry GFP, 3 h; median GFP as percent of DMSO wells | GFP response vs DMSO, % at 10 µM | actives 0.34% (n = 320,000) | AID 2023;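 active means GFP response vs DMSO above a set limit, about the screen mean plus 3 SD, cut at about 150% in these data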
AGP1-GFP MLPCN: yeast TOR pathway AGP1-GFP modulation | S. cerevisiae AGP1-GFP multiplex flow cytometry, 3 h; GFP as percent of DMSO wells | GFP response vs DMSO, % at 10 µM | actives 0.02% (n = 320,000) | AID 2066;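 active means GFP response relative to DMSO above a set limit, near screen average plus 3 SD, cut at about 150% in these data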;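 further: median GFP channel fluorescence of the gated AGP1 strain per well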
CIT2-GFP yeast: yeast TOR pathway CIT2-GFP modulation; AID 2029; actives 0.065% (n = 320,000); S. cerevisiae CIT2-GFP strain, flow cytometry, 3 h; 100 means same as DMSO wells; GFP response vs DMSO, % at 10 µM;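 active means GFP response relative to DMSO above a set limit, near the screen mean plus 3 SD, cut at about 150% in these data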;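 further: ratio of well median GFP fluorescence to mean of DMSO wells on the plate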
MEP2-GFP yeast: alters MEP2-GFP fluorescence in TOR pathway yeast screen; S. cerevisiae MEP2-GFP strain, flow cytometry GFP, 3 h; 100% = DMSO control level; GFP response vs DMSO, % at 10 µM; actives 0.51% (n = 330,000); AID 2016;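 active means GFP response versus DMSO above a set limit, roughly screen mean plus 3 SD, cut at about 180% in these data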;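 further: median GFP fluorescence of the barcode-gated MEP2-GFP cells per well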
RPL19A TOR yeast: modulators of TOR pathway RPL19A-GFP in S. cerevisiae; S. cerevisiae RPL19A-GFP strain, flow cytometry, 3 h; active compounds read low; percent response vs DMSO, % at 10 µM; actives 0.3% (n = 330,000);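 active means percent response vs DMSO below 50%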;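 further: median channel GFP fluorescence of the barcoded RPL19A-GFP strain; ratio of sample median GFP to plate DMSO average so 100% = DMSO; lower means less RPL19A-GFP as with rapamycin TOR inhibition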
* hit, by the source's call; / = no result given.

SMILES | Yeast superoxide | GRK2 inh | VLA-4 inh | LAP4 TOR yeast | AGP1-GFP MLPCN | CIT2-GFP yeast | MEP2-GFP yeast | RPL19A TOR yeast
O=C(c1cccc(S(=O)(=O)N2CCOCC2)c1)N(Cc1ccco1)Cc1cccs1 | 99 | 0 | 3 | 97 | 92 | 85 | 101 | 95
CCOc1ccc(NC(=O)CN(c2ccc(OC)c(OC)c2)S(=O)(=O)c2ccc(C)cc2)cc1 | 100 | 0 | 32 | 79 | 86 | 97 | 107 | 94
CCOC(=O)c1c(CN2CCN(Cc3ccccc3)CC2)n(C)c2cc(Br)c(OC)cc12 | 99 | 0 | 0 | 90 | 91 | 94 | 95 | 91
COc1ccc(NC(=O)Cc2c(F)cccc2Cl)cc1 | 109 | 0 | -1 | 94 | 88 | 88 | 90 | 93
CCN(CC(=O)N1CCC(C)CC1)S(=O)(=O)c1ccc(C)cc1 | 103 | 2 | -7 | 97 | 94 | 103 | 99 | 95
CC1CCCN(CC(O)COc2ccc3c(c2)OCO3)C1 (stereo unspecified) | 87 | 0 | 3 | 101 | 108 | 109 | 109 | 110
CC(C)(C)c1ccc(NC(=O)CSc2nnc(-c3n[nH]c4ccccc34)o2)cc1 | 99 | 0 | 6 | 105 | 112 | 110 | 110 | 107
CCOC(=O)C(Cc1ccccc1)C(=O)NCc1cccnc1 (stereo unspecified) | 101 | 6 | 2 | 96 | 114 | 119 | 121 | 101
COc1ccccc1N=Nc1ccc(N)c(C)c1 | 131 | 1 | -4 | 108 | 93 | 87 | 103 | 99
CCOC(=O)c1cc(S(=O)(=O)NCCc2ccccc2)cn1C | 128 | 1 | 3 | 101 | 102 | 100 | 99 | 102
CC(C)c1ccc(/C=C2\SC(=O)N(CC(=O)NC3CCS(=O)(=O)C3)C2=O)cc1 (stereo unspecified) | 94 | 0 | 14 | 85 | 94 | 92 | 100 | 92
CCN1C(=O)[C@H]2[C@@H](c3ccc(Cl)cc3)N3C(=O)CN(CCOC)C(=O)[C@@]3(C)[C@H]2C1=O | 97 | 0 | 22 | 106 | 68 | 62 | 90 | 85
COc1ccccc1N1CCN(C(=O)C2CCC(CNS(=O)(=O)c3ccc(NC(C)=O)cc3)CC2)CC1 (stereo unspecified) | 104 | 0 | 31 | 103 | 98 | 97 | 110 | 104
O=C(CCn1c2c(c3ccccc31)CCCC2)NNC(=O)c1ccc([N+](=O)[O-])cc1 | 87 | 13 | 3 | 90 | 97 | 96 | 96 | 97
COC(=O)c1cc(S(=O)(=O)N(C)C2CCCCC2)c[nH]1 | 118 | 0 | 16 | 109 | 102 | 95 | 99 | 98
COc1ccc(Br)cc1/C=N/Nc1ccc(Cl)c(C(=O)O)c1 | 105 | 0 | 9 | 109 | 107 | 100 | 103 | 99
Cc1nn(CC(=O)Nc2ccc(Cl)cn2)c(C)c1Br | 71 | 0 | 1 | 87 | 94 | 99 | 110 | 102
COc1ccc(CNC(=O)CN(c2ccc(C)cc2)S(=O)(=O)c2c(C)nn(C)c2C)cc1 | 101 | 4 | 24 | 97 | 101 | 100 | 96 | 100
O=C(NCc1ccccc1C(F)(F)F)c1cccc2c1C(=O)c1ccc(N3CCCCC3)cc1S2(=O)=O | 104 | 0 | -40 | 87 | 99 | 100 | 88 | 96
O=C(N/N=C\c1cccc(Cl)c1)c1ccc(Cn2cc(Br)c([N+](=O)[O-])n2)o1 | 83 | 8 | 2 | 87 | 90 | 97 | 96 | 97
O=C(COC(=O)c1ccco1)Nc1ccc(Br)cc1 | 101 | 4 | 29 | 109 | 91 | 93 | 103 | 93
Cc1ccc(OCCCC(=O)Nc2ccc(N3CCOCC3)cc2)cc1 | 107 | 4 | 15 | 101 | 93 | 91 | 103 | 97
Cc1ccc(CNC(=O)c2c(-c3ccccc3)noc2C)cc1 | 99 | 1 | -2 | 97 | 93 | 93 | 105 | 104
COc1cccc(NC(=O)c2ccc(CN3CCN(c4ccccc4)CC3)cc2)c1 | 95 | 0 | 9 | 98 | 97 | 94 | 104 | 102
CCc1cccc2c(SC(C)C(=O)NCC3CCCO3)nc(-c3ccccc3)nc12 (stereo unspecified) | 111 | 2 | -26 | 104 | 98 | 103 | 109 | 99
CC(=O)c1sc(NC(=O)c2ccc(C(C)(C)C)cc2)nc1C | 95 | 0 | 19 | 100 | 102 | 105 | 102 | 98
Cc1ccc(-c2csc(NC(CO)c3nc4ccccc4n3CCOCCO)n2)cc1 (stereo unspecified) | 103 | 2 | 28 | 110 | 90 | 93 | 94 | 105
O=C(COC(=O)CCc1nc2ccccc2c(=O)[nH]1)Nc1ccc(OC(F)(F)F)cc1 | 100 | 0 | 38 | 103 | 105 | 105 | 103 | 102
CCOC(=O)c1c(C)[nH]c(C(=O)COC(=O)CNC(=O)c2ccc(Br)cc2)c1C | 100 | 0 | -1 | 102 | 97 | 96 | 100 | 101
CCOC(=O)C1CCCN(C(=O)Cn2nc(CC)n3c(cc4sccc43)c2=O)C1 (stereo unspecified) | 98 | 2 | -4 | 117 | 114 | 105 | 111 | 109
Cc1cc(CN(C)C(=O)c2cc(COc3ccc4ncccc4c3)on2)on1 | 100 | 0 | 2 | 111 | 102 | 87 | 93 | 96
CCc1nc(SCC(=O)Nc2ccc([N+](=O)[O-])cc2)n[nH]1 | 99 | 3 | 9 | 102 | 105 | 101 | 105 | 103
CCOc1cc(C)c(Cl)cc1S(=O)(=O)N(CC)CC | 96 | 0 | 4 | 103 | 97 | 96 | 101 | 102
C=CCOC(=O)C1=C[C@H](c2ccccc2)[C@@H](CCCO)[C@H](OCC)O1 | 110 | 0 | 20 | 97 | 103 | 95 | 105 | 103
CSc1nn(-c2ccc(C(=O)OC(C(=O)NC(N)=O)C(C)C)cc2)c(=S)s1 (stereo unspecified) | 96 | 0 | 2 | 108 | 104 | 104 | 102 | 95
CC1(C)Cc2ccccc2-c2nc(NCCO)n(-c3ccccc3)c(=O)c21 | 98 | 3 | 2 | 95 | 104 | 107 | 106 | 100
CN(Cc1ccon1)C(=O)CC1C(=O)NCCN1Cc1cccc(F)c1F (stereo unspecified) | 102 | 1 | 17 | 101 | 101 | 98 | 98 | 100
CS(=O)(=O)N(CC(=O)Nc1cccc(Cl)c1Cl)c1ccccc1 | 126 | 1 | 36 | 93 | 97 | 88 | 97 | 100
CCOC(=O)c1ccc(NC(=S)NC2CC(C)(C)NC(C)(C)C2)cc1 | 108 | 0 | 8 | 106 | 103 | 105 | 106 | 104
CCOc1cc(/C=C2\C(=O)ON=C2c2ccccc2)ccc1OC | 104 | 0 | 9 | 118 | 78 | 101 | 93 | 101
O=C(CCc1c[nH]c2ccccc12)N/N=C/c1ccc2c(c1)OCO2 | 119 | 5 | 8 | 98 | 96 | 95 | 95 | 94
Cc1noc(C)c1S(=O)(=O)N1CCC(C(=O)NCCC2=CCCCC2)CC1 | 86 | 0 | 4 | 114 | 117 | 109 | 111 | 112
CC1(C)C2CCC1(C)C(NC(=O)/C=C/c1ccccc1)C2 (stereo unspecified) | 95 | 2 | 14 | 98 | 96 | 74 | 100 | 107
CCNc1nc(NCC)n2c(SCC(=O)N3CC4(C)CC3CC(C)(C)C4)nnc2n1 (stereo unspecified) | 93 | 1 | -5 | 96 | 108 | 103 | 105 | 104
COc1ccc(C(=O)Nc2cc3c4c(c2)C(C)C(=O)N4CCC3)cc1 (stereo unspecified) | 92 | 3 | -10 | 107 | 109 | 107 | 108 | /
C/C(CCC(C)C)=N\NC(=S)Nc1cc(S(=O)(=O)N2CCOCC2)ccc1N1CCOCC1 | 105 | 1 | 29 | 94 | 100 | 98 | 98 | 97
O=C(N/N=C/c1cn(-c2ccccc2)nc1-c1ccccc1)c1ccco1 | 117 | 0 | 8 | 115 | 105 | 102 | 105 | 103
Clc1ccc(CSc2snnc2-c2ccccc2)c(Cl)c1 | 97 | 0 | 28 | 89 | 85 | 80 | 90 | 89

Complete entries, looked up by structure. Order of values: Yeast superoxide | GRK2 inh | VLA-4 inh | LAP4 TOR yeast | AGP1-GFP MLPCN | CIT2-GFP yeast | MEP2-GFP yeast | RPL19A TOR yeast
COc1ccc(C(=O)Nc2cc3c4c(c2)C(C)C(=O)N4CCC3)cc1 (stereo unspecified) as listed: 92 | 3 | -10 | 107 | 109 | 107 | 108 | /
Clc1ccc(CSc2snnc2-c2ccccc2)c(Cl)c1 as listed: 97 | 0 | 28 | 89 | 85 | 80 | 90 | 89
CS(=O)(=O)N(CC(=O)Nc1cccc(Cl)c1Cl)c1ccccc1 as listed: 126 | 1 | 36 | 93 | 97 | 88 | 97 | 100
O=C(CCc1c[nH]c2ccccc12)N/N=C/c1ccc2c(c1)OCO2 as listed: 119 | 5 | 8 | 98 | 96 | 95 | 95 | 94

Later entries.
SMILES | Yeast superoxide | GRK2 inh | VLA-4 inh | LAP4 TOR yeast | AGP1-GFP MLPCN | CIT2-GFP yeast | MEP2-GFP yeast | RPL19A TOR yeast
COc1ccc(-c2c(NC(C)=O)n(C)c3ccccc3c2=O)cc1 | 99 | 0 | 25 | 94 | 101 | 97 | 103 | 99
COCCOC(=O)c1c(C)n(C)c2ccc(OC(=O)C3CC3)cc12 | 95 | 1 | 0 | 101 | 101 | 96 | 104 | 102
O=C(/C=C/c1ccco1)Nc1ccc(Oc2ccccc2)cc1 | 97 | 5 | 9 | 118 | 91 | 88 | 94 | 92
CCOc1ccccc1C(=O)Nc1ccccc1O | 82 | 2 | 7 | 101 | 96 | 86 | 96 | 93
Fc1ccc(-n2c(-c3cc(C4CC4)[nH]n3)n[nH]c2=S)cc1Cl | 105 | 0 | 7 | 107 | 116 | 105 | 98 | 105
Cc1oc2ccc(OCc3ccccc3F)cc2c1C(=O)O | 100 | 0 | -19 | 109 | 105 | 97 | 114 | 97
O=S(=O)(N/N=C/c1cn(Cc2ccccc2)c2ccccc12)c1ccccc1 | 103 | 0 | 16 | 95 | 103 | 99 | 98 | 101
CCOC(=O)N/N=C(/C)c1cccc(-n2cnnn2)c1 | 90 | 0 | 6 | 104 | 108 | 112 | 104 | 105
CS(=O)(=O)Nc1ccc(S(=O)(=O)Nc2nccs2)cc1 | 105 | 0 | -16 | 90 | 96 | 104 | 94 | 94
Cc1cc(Br)c(NC(=O)COC(=O)CC2CC3CCC2C3)c(Br)c1 (stereo unspecified) | 113 | 1 | 12 | 96 | 100 | 104 | 98 | 99
CCOc1cc(C(=O)NC(C)c2ccncc2)cc(OCC)c1OCC (stereo unspecified) | 97 | 0 | 6 | 95 | 103 | 97 | 103 | 100
NC(N)=S | 76 | 2 | 27 | 102 | 108 | 100 | 102 | 107
CC(C)(C)OC(=O)N1CC(O)CC1C(=O)OCC(=O)c1ccc(-c2ccccc2)cc1 (stereo unspecified) | 99 | 0 | 2 | 100 | 97 | 95 | 88 | 90
O=[N+]([O-])c1ccc(Nc2ccc(Cl)cc2)nc1 | 90 | 1 | 0 | 116 | 89 | 97 | 94 | 94
O=S(=O)(c1ccc2c(c1)OCCO2)C1CCC(S(=O)(=O)c2c(F)cccc2F)CC1 (stereo unspecified) | 98 | 0 | 4 | 114 | 102 | 104 | 102 | 100
O=C1C2C3C=CC(CC3)C2C(=O)N1/N=C/c1c[nH]c2ccccc12 (stereo unspecified) | 82 | 0 | 20 | 105 | 97 | 79 | 102 | 97
CS(=O)(=O)N(Cc1ccc(C(=O)NCc2ccco2)cc1)c1ccccc1 | 96 | 0 | -36 | 90 | 88 | 87 | 89 | 84
CCn1c(=O)c(-c2nc3ccccc3[nH]2)c(O)c2ccccc21 | 99 | 0 | 13 | 104 | 95 | 88 | 101 | 101
Cc1cc(C)c(C(=O)C(C)OC(=O)c2ccc(Cl)nc2)cc1C (stereo unspecified) | 109 | 1 | 7 | 106 | 101 | 105 | 105 | 110

High-throughput results (PubChem)

Rows were taken by chance, and some 1.7% of all compounds hit somewhere here.
